Screening results: PubChem BioAssay, Sanford-Burnham Center for Chemical Genomics
NLRP3 yeast inh – inhibitors of NALP3 inflammasome in yeast; hit rate 0.39% among 330,000; Yeast reconstituted NLRP3/ASC/caspase-1, beta-gal luminescence, 24 h; inhibition, % at 10 µM;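 active = inhibition of 50% or more; inactive = inhibition below 50%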;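 note: plate controls were induced DMSO wells for no effect and uninduced yeast grown without galactose for full effect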
CHOP UPR activ – activators of apoptotic arm of unfolded protein response (CHOP). activation, % at 10 µM. AID 449763. CHO-CHOP luciferase reporter, UPR activation, luminescence; percent of tunicamycin response over DMSO baseline. hit rate 0.34% among 330,000;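 active = at 10 µM dose, activation of 40% or more, normalized to positive control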;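 note: 100% = tunicamycin at 10 µg/mL and 0% = DMSO alone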
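System: CHO CHOP reporter cells. Amount: 500 cells per well. Buffer or medium: F12 medium, 10% FBS. Compound dosing: one dose, 10 µM in 0.5% DMSO. Incubation: 6 h compound exposure at 37 °C after overnight seeding. Technique: Steady-Glo luciferase luminescence. Benchmarks: tunicamycin and DMSO controls.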
TIM10 inh – growth inhibitors of TIM10 yeast strain; S. cerevisiae TIM10 strain growth, BacTiter-Glo luminescence, 24 h; inhibition, % at 10 µM; hit rate 1.4% among 330,000; AID 463195;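 active = inhibition of 40% or more at the single tested concentration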;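 note: wild-type TIM10 isogenic control strain grown at permissive 25 °C; 0% = DMSO yeast wells and 100% = minimal medium wells without yeast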
tim23-1 inh – tim23-1 yeast growth inhibition; S. cerevisiae tim23-1 growth, BacTiter-Glo luminescence, 24 h; inhibition, % at 20 µM; hit rate 1.3% among 330,000; AID 463212;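 active = growth inhibition of the mutant yeast at or above 50%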;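 note: temperature-sensitive mutant grown at 25 °C; plate controls were DMSO-treated mutant yeast for no effect and medium wells lacking yeast for full effect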
APJ ag – APJ receptor agonism; hit rate 0.11% among 330,000; AID 2520; P35414; activation, % at 20 µM; CHO-K1 APJ PathHunter beta-arrestin, luminescence; 0% DMSO wells, 100% apelin;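 active = activation more than six SD over the plate average, tested at 20 µM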;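 note: 0% = DMSO alone and 100% = apelin-13 at 10 nM; some results filed as inactive read as strong as hits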
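Assay system – PathHunter CHO-K1 APJ (AGTRL-1) beta-arrestin reporter cells · Compound – one dose, 20 µM compound, 1% DMSO · Timing – compound 90 min 25 °C, reagent 1 h · Measured by – luminescence from split beta-galactosidase complementation, Galacton Star/Emerald II substrate · Measure – beta-arrestin recruitment to APJ as agonist activity, luminescent signal · Benchmarks – DMSO vs Apelin-13 10 nM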
Mdm2-MdmX inh – disrupts the human Mdm2-MdmX interaction | SaOS-2 split-luciferase Mdm2/MdmX complementation, luminescence | inhibition, % at 8 µM | O15151+Q00987 | AID 485346 | hit rate 3% among 330,000;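 active = inhibition of at least 50% at 8 µM in the primary screen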
Target sequence (O15151 whole entry, looked up): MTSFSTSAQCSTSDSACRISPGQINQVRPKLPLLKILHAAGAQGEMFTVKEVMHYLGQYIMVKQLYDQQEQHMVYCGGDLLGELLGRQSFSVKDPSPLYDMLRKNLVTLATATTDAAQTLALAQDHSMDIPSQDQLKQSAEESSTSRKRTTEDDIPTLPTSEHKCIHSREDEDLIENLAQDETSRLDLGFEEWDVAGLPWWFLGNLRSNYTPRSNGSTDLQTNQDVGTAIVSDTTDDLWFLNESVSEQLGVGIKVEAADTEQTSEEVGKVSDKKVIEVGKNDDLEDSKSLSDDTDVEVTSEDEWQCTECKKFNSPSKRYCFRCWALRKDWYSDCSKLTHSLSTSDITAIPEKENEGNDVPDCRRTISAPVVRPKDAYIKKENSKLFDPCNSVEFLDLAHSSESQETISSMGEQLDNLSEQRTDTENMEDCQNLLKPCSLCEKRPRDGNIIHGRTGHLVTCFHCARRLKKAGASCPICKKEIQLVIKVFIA
Target sequence (Q00987 whole entry, looked up): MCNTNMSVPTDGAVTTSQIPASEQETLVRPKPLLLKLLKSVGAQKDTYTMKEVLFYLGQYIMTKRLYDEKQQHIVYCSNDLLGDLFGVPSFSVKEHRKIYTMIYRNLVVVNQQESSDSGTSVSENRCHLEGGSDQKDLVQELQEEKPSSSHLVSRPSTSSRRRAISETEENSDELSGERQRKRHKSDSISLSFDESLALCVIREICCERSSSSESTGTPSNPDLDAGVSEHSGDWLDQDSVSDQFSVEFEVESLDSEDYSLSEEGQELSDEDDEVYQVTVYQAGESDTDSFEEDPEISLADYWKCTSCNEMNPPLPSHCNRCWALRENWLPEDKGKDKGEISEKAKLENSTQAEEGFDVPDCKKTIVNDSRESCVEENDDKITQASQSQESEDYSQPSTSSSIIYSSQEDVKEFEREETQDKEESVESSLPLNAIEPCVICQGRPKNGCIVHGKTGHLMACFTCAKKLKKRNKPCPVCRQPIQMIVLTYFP
GRIN3A LBD mod – modulators (binders) of human NR3A ligand-binding domain. NR3A LBD differential scanning fluorimetry, Tm shift; 0% = protein alone, 100% = glycine-bound protein. Tm shift relative to glycine control, % at 25 µM. hit rate 2.5% among 340,000;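 active = melting temperature shift of at least 10% of the positive control shift, at one fixed dose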
UPR XBP1 act – activators of adaptive arm of unfolded protein response (XBP1). activation, % at 20 µM. CHO-XBP1 luciferase reporter, IRE1-XBP1 UPR activation, luminescence; percent of tunicamycin response, DMSO as zero. hit rate 0.33% among 330,000. AID 463104;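 active = versus positive control, 20 µM dose yields 30% or more activation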;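 note: 100% = tunicamycin at 10 µg/mL and 0% = DMSO only wells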
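Test system: CHO-XBP1 luciferase reporter cells | Buffer or medium: Serum-containing F12 medium, 10% FBS | Schedule: 6 h compound exposure at 37 °C, 5% CO2 | Detection: Steady-Glo luciferase glow luminescence, 10 min after reagent addition | Read-out basis: Activation, % of tunicamycin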
tim10-1 inh – growth inhibitors of tim10-1 mutant yeast. hit rate 2.2% among 330,000. inhibition, % at 20 µM. S. cerevisiae tim10-1 ts strain growth, BacTiter-Glo, 24 h;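 active = inhibition of at least 40%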;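 note: mutant grown at 25 °C; 0% = DMSO wells with yeast and 100% = wells holding no yeast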
An asterisk follows results filed as active; x = not tested or not shown.

SMILES	NLRP3 yeast inh	CHOP UPR activ	TIM10 inh	tim23-1 inh	APJ ag	Mdm2-MdmX inh	GRIN3A LBD mod	UPR XBP1 act	tim10-1 inh
CN1C(=O)OC(C)(C)C1=O	11	-0.8	2	5	0	-26	x	-6	15
CN(C)CCCn1c(N)c(S(=O)(=O)c2ccccc2)c2nc3ccccc3nc21	14	-1.2	4	-4	-1	15	-2	-2	-8
COc1ccccc1CNC(=O)CCNS(=O)(=O)/C=C/c1ccc(C)cc1	9	0.7	3	-3	-1	14	0	-4	0
CCN(CC)c1ccc(CNc2ccc3c(c2)ncn3C(C)(C)C)cc1	11	1.6	-16	6	-2	3	1	8	16
COc1ccc(CCNC(=O)c2ccc(=O)[nH]c2)cc1OC	4	0.2	14	7	-2	-28	-2	-1	11
Cc1cc(C)n(-c2nc(C)nc(N)n2)n1	0	-1.6	-1	3	1	-17	1	-2	15
CN(C(=O)c1cnc2n(c1=O)CCS2)C1CCCCC1	11	2.7	-5	11	0	-10	-1	-1	8
COc1cc(OC)cc(C(=O)Nn2cc(C(=O)N3CCN(C)CC3)c3ccccc3c2=O)c1	-6	-1.1	1	6	5	-15	1	1	0
CC(C)C(=O)Nc1nnc(CCc2ccccc2)s1	5	1.7	-35	-9	-2	3	2	0	-14
Cc1ccc(C)c(Nc2ccc3nonc3c2[N+](=O)[O-])c1	11	1.7	11	13	-3	-14	2	1	3
COc1cccc(C(=O)Nc2ccccc2N2CCCC2)c1	10	-1.2	8	22	-2	-7	-1	0	14
CSc1sc(C(=O)N2CCCCC2)c(-c2cccs2)c1C#N	2	0.5	36	37	-4	23	1	1	35
CC(Oc1ccc(Cl)cc1Cl)c1nc(-c2ccccn2)no1 (stereo not given)	32	1.8	3	30	3	-16	-11	4	26
CC12C(=O)N(c3ccc(OC(=O)c4ccco4)cc3)C(=O)C1C1c3ccccc3C2c2ccccc21 (stereo not given)	-5	1.4	-5	3	-1	28	-3	0	4
COc1ccc(OC)c(/C=C2\SC(=S)N(NS(=O)(=O)c3ccccc3)C2=O)c1	-16	-0.4	37	47	-3	-11	-2	-2	40
CCC(C)c1ccccc1NC(=S)Nc1cccnc1 (stereo not given)	1	-0.5	19	11	-9	16	-1	2	32
Fc1ccccc1/C=N/Nc1nc2ccccc2o1	16	1.7	-13	-21	1	-35	-5	-3	-10
COc1cc2c(cc1OC)CN(CC(=O)NC(=O)NC1CCCCC1)CC2	-4	0.0	13	8	0	-18	1	-1	4
CCOC(=O)c1cc(NC(=O)Nc2nc3ccccc3s2)c(C)nc1C	27	0.5	3	5	9	6	-2	-1	14
COc1ccc(/C=C/C(=O)N(C(C)C)C(C)C)cc1Br	27	2.2	25	29	-3	-14	-1	6	10
C[N+](C)(C)CCOC(N)=O	4	-1.0	13	11	0	18	-3	-2	-8
CNC(=O)/C(C#N)=C/c1c(N2CCCCCC2)nc2ccccn2c1=O	11	-2.6	0	24	-4	8	2	-3	12
Cc1cc(N/C=C\C(=O)c2ccc(Cl)c(Cl)c2)no1	16	-2.2	-12	13	1	-19	-23	1	17
COc1cc2cc(CN(CCc3cccc(C)c3)C(=S)NCCCN(C)C)c(=O)[nH]c2cc1OC	17	-0.4	1	4	-3	52*	-2	-1	8
Cc1nn2c(-c3ccc(F)cc3)ccnc2c1Cl	1	1.5	15	26	-1	0	-1	4	19

Two consecutive records out of the list so far:
SMILES	NLRP3 yeast inh	CHOP UPR activ	TIM10 inh	tim23-1 inh	APJ ag	Mdm2-MdmX inh	GRIN3A LBD mod	UPR XBP1 act	tim10-1 inh
COc1cc2cc(CN(CCc3cccc(C)c3)C(=S)NCCCN(C)C)c(=O)[nH]c2cc1OC	17	-0.4	1	4	-3	52*	-2	-1	8
Cc1nn2c(-c3ccc(F)cc3)ccnc2c1Cl	1	1.5	15	26	-1	0	-1	4	19

An excerpt from above in order of formula weight, lowest first:
SMILES	NLRP3 yeast inh	CHOP UPR activ	TIM10 inh	tim23-1 inh	APJ ag	Mdm2-MdmX inh	GRIN3A LBD mod	UPR XBP1 act	tim10-1 inh
CN(C(=O)c1cnc2n(c1=O)CCS2)C1CCCCC1	11	2.7	-5	11	0	-10	-1	-1	8
CC(Oc1ccc(Cl)cc1Cl)c1nc(-c2ccccn2)no1 (stereo not given)	32	1.8	3	30	3	-16	-11	4	26
COc1ccccc1CNC(=O)CCNS(=O)(=O)/C=C/c1ccc(C)cc1	9	0.7	3	-3	-1	14	0	-4	0

By substructure, the entries above containing two or more sulfur atoms.
SMILES	NLRP3 yeast inh	CHOP UPR activ	TIM10 inh	tim23-1 inh	APJ ag	Mdm2-MdmX inh	GRIN3A LBD mod	UPR XBP1 act	tim10-1 inh
CSc1sc(C(=O)N2CCCCC2)c(-c2cccs2)c1C#N	2	0.5	36	37	-4	23	1	1	35
COc1ccc(OC)c(/C=C2\SC(=S)N(NS(=O)(=O)c3ccccc3)C2=O)c1	-16	-0.4	37	47	-3	-11	-2	-2	40

The list goes on:
SMILES	NLRP3 yeast inh	CHOP UPR activ	TIM10 inh	tim23-1 inh	APJ ag	Mdm2-MdmX inh	GRIN3A LBD mod	UPR XBP1 act	tim10-1 inh
Brc1ccc(-c2nc3ccccc3s2)s1	15	0.3	8	27	-2	-168	-17	-4	23
COc1cccc(CN2CC(C(=O)NC3(c4ccccc4)CC3)CCC2=O)c1 (stereo not given)	-3	1.4	-6	2	5	12	0	-3	-4
Cc1ccc(-c2n[nH]c(=O)c3ccccc23)cc1S(=O)(=O)NCCO	3	-1.5	1	-14	-2	24	-1	-4	12
Cc1ccc(Nc2c(-c3ccccc3O)nc3ncccn23)cc1	14	-1.3	24	19	-3	1	-6	2	4
COc1ccc(/C=C/C(=O)OCC(=O)NC2CCCC2)cc1	2	-0.3	13	20	1	-10	0	-1	2
CCOc1ccc(NC(=O)Nc2c(C)n(C)n(-c3ccccc3)c2=O)cc1	-2	-0.1	-16	-8	-5	20	2	-7	-1
COc1ccc2cc(C(=O)NCCc3ccccc3)[nH]c2c1	19	3.8	-8	9	-2	-14	-1	-4	8
O=C(NCc1ccccc1F)Nc1ccc([N+](=O)[O-])cc1	25	-1.4	1	0	-2	5	-8	-2	3
COc1ccccc1NC(=O)c1ccccc1NS(C)(=O)=O	5	-1.5	4	2	-1	6	5	-3	34
CCOC1=NS(=O)(=O)c2ccccc21	1	-0.2	8	5	-2	3	0	0	-1
O=C(O)C1CCCN1S(=O)(=O)c1cccc(S(=O)(=O)N2CCCC2C(=O)O)c1 (stereo not given)	12	-1.0	-3	-3	9	-2	2	2	-3
COc1cccc(OC)c1C(=O)Nc1ccc([N+](=O)[O-])cn1	20	-0.3	-7	11	4	22	-3	-1	15
NS(=O)(=O)c1ccc(NC(=O)COC(=O)c2cnc(Cl)c(Cl)c2)cc1	6	-0.9	-1	-3	-6	15	-3	-4	-7
Cc1cc(=O)[nH]c(SCc2cccc(F)c2)n1	14	1.3	-3	19	1	-5	-5	-2	11
Cc1ccccc1OC(C)C(=O)N1CCC(Cc2ccccc2)CC1 (stereo not given)	2	2.4	8	13	-5	14	-4	-5	15
O=C(CSc1ncn[nH]1)N1CCOCC1	14	1.2	-9	9	-1	-9	-1	-2	1
O=C(CN(CCc1ccccc1)C(=O)CNS(=O)(=O)c1ccccc1)NCc1ccco1	19	-0.1	-2	-2	1	0	-1	0	-9
Cc1ccc(S(=O)(=O)N2CCN(C3CC(=O)N(CCc4ccccc4)C3=O)CC2)cc1C (stereo not given)	13	0.9	23	12	-5	21	-1	1	36
O=C(CSc1nc2ncc(Cl)cc2[nH]1)Nc1ccccc1-c1ccccc1	14	2.1	-7	12	-4	13	-1	-4	2
COc1ccc(C(=O)/C=C/c2cccnc2)c(OC)c1	32	3.5	13	27	-1	54*	-2	0	26
Cc1cc2oc(=O)cc(CN(C)Cc3cccc(F)c3)c2cc1Cl	10	2.9	12	18	-3	-14	-1	-5	9
COc1cc(-c2nc(S(=O)(=O)c3ccc(Cl)cc3)c(N(C)C)o2)cc(OC)c1OC	11	-0.3	1	-2	-5	32	-2	-1	-5
CCCCCCCCn1c(=O)c(C(=O)OCC)c(O)c2ccccc21	11	3.7	-12	13	-2	8	2	-5	-17
CCOc1ccc(N2C(=O)Nc3ccc(Br)cc3C2(O)C(=O)NCCN(C)C)cc1 (stereo not given)	-1	0.0	4	10	-5	-8	1	0	-15
Cc1nn(-c2ccccc2)c(N)c1C(c1ccc(C(C)C)cc1)c1c(C)nn(-c2ccccc2)c1N	-2	-0.8	20	16	0	26	1	-2	29

Among those listed so far, three have bromine.
SMILES	NLRP3 yeast inh	CHOP UPR activ	TIM10 inh	tim23-1 inh	APJ ag	Mdm2-MdmX inh	GRIN3A LBD mod	UPR XBP1 act	tim10-1 inh
COc1ccc(/C=C/C(=O)N(C(C)C)C(C)C)cc1Br	27	2.2	25	29	-3	-14	-1	6	10
Brc1ccc(-c2nc3ccccc3s2)s1	15	0.3	8	27	-2	-168	-17	-4	23
CCOc1ccc(N2C(=O)Nc3ccc(Br)cc3C2(O)C(=O)NCCN(C)C)cc1 (stereo not given)	-1	0.0	4	10	-5	-8	1	0	-15

Continuation.
SMILES	NLRP3 yeast inh	CHOP UPR activ	TIM10 inh	tim23-1 inh	APJ ag	Mdm2-MdmX inh	GRIN3A LBD mod	UPR XBP1 act	tim10-1 inh
COc1ccccc1NC(=O)Nc1nc(CC(=O)Nc2cc(F)ccc2F)cs1	14	1.2	12	34	10	0	21*	-2	17
CCOc1ccc(CCNC(=O)c2ccc3nc(N4CCOCC4)sc3c2)cc1OCC	17	0.6	6	15	1	23	-1	-1	6
COC(=O)c1oc2c(c1C)C(=O)CC(C)(C)C2	-17	-2.8	15	-8	-3	-21	-2	-2	7
O=S(=O)(/C=C/c1ccccc1)NC1CCCCCC1	42	0.2	-137	13	0	-7	-2	-2	-30
COc1ccc(/C=C/C(=O)OCC(=O)NCCc2ccccc2)c(OC)c1	20	1.4	4	31	-3	37	-1	-3	7
CS(=O)(=O)c1nc(-c2ccccc2)c(-c2ccccc2)[nH]1	-1	2.8	-14	-14	-2	12	0	0	-38
O=C(CC1Oc2ccccc2NC1=O)NC1CCCC1 (stereo not given)	-2	0.9	1	-15	-6	-1	-1	-2	-23
C/C(CC(=O)Nc1ccc(N(C)C)cc1)=N\NC(=O)c1ccncc1	23	-2.4	5	8	-5	-8	-1	-2	17
COc1cccc(N(CC(=O)N2CCOCC2)S(C)(=O)=O)c1	8	-0.3	-11	-6	-4	-5	0	0	-14
O=C(Nc1ccc(N2CCCC2)cc1)c1cc([N+](=O)[O-])ccc1N1CCOCC1	10	1.5	-7	-25	-1	29	-1	-5	-4
COc1ccc(S(=O)(=O)Nc2ccc(S(=O)(=O)N3CCCCC3)cc2)cc1OC	16	-1.8	16	9	-1	8	0	1	2
COc1cc(/C=N\NC(=O)c2ccc(-c3ccccc3)cc2)cc(OC)c1O	7	4.0	0	18	10	13	12*	2	-3
